Screening data (PubChem)
DRD3 agonist: qHTS of D3 Dopamine Receptor Agonist: qHTS. D(3) dopamine receptor (Homo sapiens), P35462. D3R DiscoveRx beta-arrestin cells, luminescence, 90 min. max activation, %. 410,000 compounds, 0.58% hits; in the data active = max activation above about 30%; note: 0% is about no effect; mostly tested at two doses, the higher about 12 µM
Target sequence (P35462 whole entry, looked up): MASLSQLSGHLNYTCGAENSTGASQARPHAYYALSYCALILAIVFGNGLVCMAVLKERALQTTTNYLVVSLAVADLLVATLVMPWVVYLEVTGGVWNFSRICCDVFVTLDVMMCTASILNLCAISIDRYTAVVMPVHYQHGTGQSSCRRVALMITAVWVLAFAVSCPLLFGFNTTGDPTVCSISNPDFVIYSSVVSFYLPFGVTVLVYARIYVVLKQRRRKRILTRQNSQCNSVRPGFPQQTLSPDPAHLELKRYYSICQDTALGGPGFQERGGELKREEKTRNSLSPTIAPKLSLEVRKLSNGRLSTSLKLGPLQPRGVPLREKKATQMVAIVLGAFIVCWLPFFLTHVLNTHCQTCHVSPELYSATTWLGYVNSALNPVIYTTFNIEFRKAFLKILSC
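Agonist-mode cell screen: cells plated at 1500/well and incubated overnight at 37 °C, then exposed to library compounds for 90 min at 37 °C. Detection reagent was added for 30–60 min at room temperature, and luminescence was read.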
TDP-43 yeast inh: qHTS of TDP-43 Inhibitors. TDP-43 expressing yeast growth rescue, BacTiter-Glo, 24 h. 410,000 compounds, 1.8% hits. AID 652104, 2013. Potency, µM (doses to about 46.1 µM), for inactives: top-dose growth rescue (activation), most hits filed as activators; note: potency is the fitted concentration of half-maximal effect; % of control where 0% means no effect; nearly all actives have a fitted effect of over 50% in size
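Yeast expressing TDP-43 (pregrown in raffinose, seeded at OD600=0.02 in galactose medium) exposed to compounds 24 hr at 30 deg C. Growth read by BacTiter-Glo luminescence; rescue of toxicity appears as increased signal.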
D3 antag: qHTS of D3 Dopamine Receptor Antagonist: qHTS. 360,000 compounds, 2.5% hits. D3R cells, DiscoveRx beta-arrestin luminescence, antagonist mode; hits give low values. max response, negative = inhibition, %; in the data active = max response below about -50%; inconclusive = no clear call, values can overlap the other calls; note: % is set by controls: 0 for no effect and ±100 for the full control effect; mostly tested at two doses, the higher about 12 µM
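Cells expressing the human receptor were seeded at 1500 cells/well, incubated overnight at 37 degrees C in 5% CO2, then exposed to library compounds with dopamine controls for 90 minutes at 37 degrees C before luminescent detection.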
GLP1R inv ag: qHTS of GLP-1 Receptor Inverse Agonists (Inhibition Mode); Glucagon-like peptide 1 receptor (Homo sapiens), P43220; HEK293 GLP-1R CRE-luciferase, luminescence, 24 h; GLP-1R form is constitutively active; Potency, µM (doses to about 38.3 µM), without a hit: at the highest dose activity change, negative = inhibition, hits mostly inhibitors; 410,000 compounds, 1.6% hits; AID 624417, 2012; note: potency is the fitted concentration of half-maximal effect; % is set by controls: 0 for no effect and ±100 for the full control effect; nearly all actives have a fitted effect of over 55% in size
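HEK293 cells stably co-expressing a cAMP-responsive luciferase reporter and constitutively active GLP-1R were seeded, incubated 12 h, then exposed to compounds for 24 h at 37 C. Luminescence was read 12 min after detection reagent; inverse agonists lower signal.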
PTHR1 ag: qHTS for PTHR1 Agonists: Primary Screen; AID 743266, 2014; HEK293 GP2 PTHR1 cells, GloSensor cAMP luminescence, 1 h; Parathyroid hormone/parathyroid hormone-related peptide receptor (Homo sapiens), Q03431; 410,000 compounds, 0.075% hits; Potency, µM (top dose mostly 115 µM), for the others: at the highest dose activation, usual class: activators; note: potency is the fitted concentration of half-maximal effect; nearly all actives have a fitted effect of over 55% in size; some results filed as inactive show a strong effect at the top dose; inactives centre near -15; many of its hits are not listed in these tables
Target sequence (Q03431 whole entry, looked up): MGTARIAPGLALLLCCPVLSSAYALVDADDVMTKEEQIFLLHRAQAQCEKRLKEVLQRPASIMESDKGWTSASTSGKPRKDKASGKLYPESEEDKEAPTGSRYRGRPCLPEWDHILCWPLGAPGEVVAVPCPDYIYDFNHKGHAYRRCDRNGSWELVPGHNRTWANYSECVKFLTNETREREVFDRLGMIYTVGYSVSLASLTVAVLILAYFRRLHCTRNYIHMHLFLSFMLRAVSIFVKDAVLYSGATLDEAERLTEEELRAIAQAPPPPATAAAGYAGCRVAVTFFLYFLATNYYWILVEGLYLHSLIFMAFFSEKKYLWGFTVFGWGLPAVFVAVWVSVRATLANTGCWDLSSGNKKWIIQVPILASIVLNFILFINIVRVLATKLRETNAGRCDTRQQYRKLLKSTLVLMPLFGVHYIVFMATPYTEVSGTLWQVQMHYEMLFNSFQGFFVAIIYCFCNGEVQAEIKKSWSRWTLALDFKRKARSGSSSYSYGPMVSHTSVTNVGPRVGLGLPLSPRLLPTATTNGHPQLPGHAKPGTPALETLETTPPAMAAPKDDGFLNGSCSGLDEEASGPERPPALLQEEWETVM
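HEK-293-derived GP2 cells expressing PTHR1 and a GloSensor cAMP reporter, 3,000/well, plated overnight, given luciferin plus IBMX (each 0.5 mM as added) for 1 h at 37 °C, then compound for 1 h at 37 °C. Luminescence was read after 15 min at room temperature.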
GLP1R ag: qHTS of GLP-1 Receptor Agonists; Glucagon-like peptide 1 receptor (Homo sapiens), P43220; HEK293 GLP-1R CRE-luciferase, luminescence, 4-6 h; cells express a hypersensitive GLP-1R form; Potency, µM (top dose mostly 45.6 µM), for the others: top-dose activation, most hits filed as activators; AID 624172, 2012; 380,000 compounds, 0.007% hits; note: potency is the fitted concentration of half-maximal effect; % of control where 0% means no effect
aSyn rescue: qHTS of alpha-syn Inhibitors. Yeast expressing alpha-synuclein, growth rescue, BacTiter-Glo, 24 h. Potency, µM (top dose mostly 46.1 µM), inactives show at the highest dose growth rescue (activation), hits mostly activators. 370,000 compounds, 0.14% hits; note: potency is the fitted concentration of half-maximal effect; % of control where 0% means no effect; nearly all actives have a fitted effect of over 65% in size
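Rescue of yeast growth: cells expressing toxic alpha-synuclein, induced in galactose at OD600 0.02, incubated with compound 24 h at 30 C. ATP luminescence quantified growth; inhibitors of toxicity appear as activators.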
GLP1R cytotox: qHTS of GLP-1 Receptor Inverse Agonists: Cytotox Screen | 410,000 compounds, 0.13% hits | HEK293 cAMP-luciferase reporter cells, luminescence, 24 h | AID 624418, 2012 | Potency, µM (top dose mostly 38.3 µM), for inactives: at the top dose activity change, negative = inhibition, most hits filed as inhibitors;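 note: loss of luciferase light is scored as toxicity; potency is the fitted concentration of half-maximal effect; % is set by controls: 0 for no effect and ±100 for the full control effect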
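Cells in DMEM/10% Nu serum/1% pen-strep, 1536-well format. Pre-incubated 12 h, dosed with 23 nL compound, incubated a further 24 h. Luciferase detection, 12 min at room temp, luminescence.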
KB-V1 MDR tox: qHTS assay for MDR1-selective chemotherapeutics: Primary screen using the drug-selected MDR subline cells KB-V1; Potency, µM (titrated, usually from 46.1 µM), for the others: at the highest dose activity change, negative = cytotoxicity, most hits filed as cytotoxic; KB-V1 MDR cells viability, CellTiter-Glo, 72 h; 400,000 compounds, 3.4% hits; note: potency is the fitted concentration of half-maximal effect; % is set by controls: 0 for no effect and ±100 for the full control effect; nearly all actives have a fitted effect of over 60% in size
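KB-V1 MDR subline cells in DMEM (phenol-red free, 10% FBS) exposed to compounds in qHTS concentration series for 72 h at 37 degrees C. Viability read by CellTiter-Glo luminescence; concentration-effect curves fitted after normalization and correction.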
Starred values were filed as active, the others as inactive; i = inactive; ? = inconclusive; · = no result given; [ ] = remark or other dose. Unless noted, calls come from the whole dose curve; as a rule, active = well fitted curve in the direction sought with a large enough effect; inconclusive = small, poorly fitted or top-dose-only effect, or another doubt; inactive = no such curve, though single readings can be large; an effect the other way counts as inactive or inconclusive. Not all compounds are listed, so the mix of outcomes need not match the whole.

Preview, two compounds:
Codes: A = DRD3 agonist; B = TDP-43 yeast inh; C = D3 antag; D = GLP1R inv ag; E = PTHR1 ag; F = GLP1R ag; G = aSyn rescue; H = GLP1R cytotox; I = KB-V1 MDR tox
COc1cccc(CNC(=O)c2nnn(CC(=O)Nc3ccc(Br)cc3)c2N)c1
  A: -2; B: 6%; C: -23; D: -29%; E: i; F: -1%; G: -1%; H: 2%; I: -3%

O=C(CCN1CCC(c2ccccc2)C1)c1ccccc1 (stereo not given)
  A: -27; B: -3%; C: ?; D: 2%; E: -25%[57.5 µM]; F: 11%; G: 2%; H: 4%; I: 4%

All compounds of this part, from the start:
Codes: A = DRD3 agonist; B = TDP-43 yeast inh; C = D3 antag; D = GLP1R inv ag; E = PTHR1 ag; F = GLP1R ag; G = aSyn rescue; H = GLP1R cytotox; I = KB-V1 MDR tox
COc1cccc(CNC(=O)c2nnn(CC(=O)Nc3ccc(Br)cc3)c2N)c1
  A: -2; B: 6%; C: -23; D: -29%; E: i; F: -1%; G: -1%; H: 2%; I: -3%

O=C(CCN1CCC(c2ccccc2)C1)c1ccccc1 (stereo not given)
  A: -27; B: -3%; C: ?; D: 2%; E: -25%[57.5 µM]; F: 11%; G: 2%; H: 4%; I: 4%

CC(=O)c1c[nH]c(C(=O)NC2CCCCCC2)c1
  A: -3; B: 2%; C: 13; D: 18%; E: -15%; F: 5%; G: 1%; H: -9%; I: 2%

CCSc1ccccc1C(=O)N1CCN(c2ccc([N+](=O)[O-])cc2)CC1
  A: 0; B: ?; C: 18; D: ?; E: -50%[inhibitor]; F: 8%; G: 2%; H: ?; I: ?

Cc1ccc(-c2csc3nc[nH]c(=O)c23)cc1C
  A: 3; B: -12%[1.82 µM]; C: 3; D: -28%; E: -5%; F: 20%; G: 5%; H: -14%; I: -2%

COc1ccc(/C=N/Nc2nccnc2Cl)c(OC)c1
  A: -3; B: 13%; C: 8; D: -20%; E: -31%[inhibitor]; F: 3%; G: 3%; H: -17%; I: -23%

O=c1nc2sc3ccccc3n2c(=O)n1-c1cccc(Cl)c1
  A: -4; B: -3%; C: 18; D: ?; E: i; F: 8%; G: 3%; H: -18%; I: ?

CC(=O)c1c(C)oc2ccc(N(C(=O)c3ccncc3)S(=O)(=O)c3ccc(F)cc3C)cc12
  A: -9; B: 20µM*; C: ·; D: ?; E: -92%[inhibitor]; F: ·; G: ·; H: -5%; I: -28%

C[C@@H]1CN([C@H](C)CO)C(=O)CCCn2nncc2CO[C@H]1CN(C)C(=O)Cc1ccccc1
  A: 2; B: 4%; C: -7; D: 0%; E: -8%; F: -8%; G: -1%; H: -1%; I: 11%

O=C(Nc1cccnc1Cl)c1ccc(Cl)c([N+](=O)[O-])c1
  A: 1; B: ?; C: 13; D: 5%; E: -1%; F: 1%; G: 7%; H: -2%; I: 11%

COc1ccc(Cl)c(Cn2c(NCc3ccccn3)nc3c2c(=O)n(C)c(=O)n3C)c1
  A: -5; B: -2%; C: -14; D: 22%; E: -3%; F: 9%; G: -2%; H: -14%; I: ?

COc1cccc(NC(=O)NCc2c(-c3ccccc3)noc2C)c1
  A: -5; B: -28%; C: -11; D: ?; E: -51%[inhibitor]; F: 3%; G: -3%; H: -7%; I: -24%

CC(=O)N1CCCc2cc(S(=O)(=O)N3CCN(c4cccc(C(F)(F)F)c4)CC3)ccc21
  A: -18; B: 0%; C: ·; D: ?; E: i; F: ·; G: ·; H: -3%; I: 7%

CC1CCN(C(=O)c2ccc3c(Cl)c4c(nc3c2)CCCC4)CC1
  A: 2; B: 7%; C: -8; D: -8%; E: i; F: 6%; G: 11%; H: 0%; I: -10%

O=C1CC(=O)N(Cc2ccco2)C(=S)N1
  A: -4; B: 5%; C: ?; D: 7%; E: i; F: -17%; G: 12%; H: -5%; I: 22%

COCCn1c(=NC(=O)c2ccc3c(c2)OCCO3)sc2cc(C(=O)OC)ccc21
  A: 15; B: 13%; C: ·; D: -22%; E: i; F: ·; G: ·; H: -10%; I: 20%

COc1ccc(Cl)cc1S(=O)(=O)N1CCN(Cc2cccc(F)c2)CC1
  A: -4; B: 18%; C: ·; D: ?; E: -5%; F: ·; G: ·; H: 31%[activator]; I: 1%

CN1C(c2ccccc2)CC(=NO)CC1c1ccccc1 (stereo not given)
  A: -3; B: 18%; C: -15; D: ?; E: i; F: 2%; G: 6%; H: 2%; I: 13%

O=S(=O)(Nc1cccc(S(=O)(=O)N2CCCCCC2)c1)c1ccccc1
  A: 33*; B: -14%; C: 3; D: ?; E: -11%; F: 6%; G: 3%; H: -15%; I: 29%

CCCN1CCN(CCCNC(=S)Nc2ccc(F)cc2)CC1
  A: -8; B: 0%; C: 3; D: 0%; E: 3%; F: 4%; G: -7%; H: -4%; I: ?

COCCn1c(=S)[nH]c2sc3c(c2c1=O)CCC(C)C3 (stereo not given)
  A: 3; B: 21%; C: -15; D: -3%; E: i; F: -1%; G: 18%; H: -2%; I: ?

O=S(=O)(c1ccccc1)c1nnn2c1nc(Nc1ccccc1)c1cc(Cl)ccc12
  A: -8; B: -26%; C: ·; D: 10%; E: -5%; F: ·; G: ·; H: -2%; I: -6%

Cc1ccc(/C=N/n2c(-c3ccco3)n[nH]c2=S)s1
  A: -4; B: 22%; C: 3; D: 0%; E: i; F: 5%; G: -13%; H: -1%; I: 0%

Cc1cc(C(=O)COC(=O)C2=COCCO2)c(C)n1-c1ccc2c(c1)OCO2
  A: 2; B: 23%; C: -19; D: ?; E: -3%[57.5 µM]; F: 0%; G: 1%; H: -15%; I: -28%

CCCC(=O)Nc1ccc2c(c1)c1ccccc1n2CC
  A: -1; B: ?; C: -8; D: -19%; E: -25%; F: 1%; G: -1%; H: 6%; I: ?

Given in markdown: part of the list above.
| SMILES | DRD3 agonist | TDP-43 yeast inh | D3 antag | GLP1R inv ag | PTHR1 ag | GLP1R ag | aSyn rescue | GLP1R cytotox | KB-V1 MDR tox |
| --- | --- | --- | --- | --- | --- | --- | --- | --- | --- |
| O=C1CC(=O)N(Cc2ccco2)C(=S)N1 | -4 | 5% | ? | 7% | i | -17% | 12% | -5% | 22% |
| COCCn1c(=NC(=O)c2ccc3c(c2)OCCO3)sc2cc(C(=O)OC)ccc21 | 15 | 13% | · | -22% | i | · | · | -10% | 20% |

(cont.)
Codes: A = DRD3 agonist; B = TDP-43 yeast inh; C = D3 antag; D = GLP1R inv ag; E = PTHR1 ag; F = GLP1R ag; G = aSyn rescue; H = GLP1R cytotox; I = KB-V1 MDR tox
O=C(CCc1nnc2ccc(NCCCN3CCCC3=O)nn12)NCc1ccccc1Cl
  A: 5; B: 18%; C: 32; D: 1%; E: i; F: -1%; G: 1%; H: -2%; I: -16%

COC(=O)C1CSC(C(=O)OC)N1C(=O)CN1CC(C)OC(C)C1 (stereo not given)
  A: -14; B: -15%; C: -16; D: 8%; E: -32%[inhibitor]; F: -1%; G: 5%; H: -1%; I: 3%

CCO/C(C)=C1\C(=O)N(CC)c2ccccc21
  A: -2; B: 25%; C: 3; D: 2%; E: -3%; F: 11%; G: 17%; H: -2%; I: -3%

C=CCNc1nc2ccccc2nc1NS(=O)(=O)c1cccc(C)c1
  A: -3; B: ?; C: 6; D: -10%; E: i; F: 5%; G: 12%; H: -18%; I: -6%

COCCCn1c(-c2ccc(Cl)cc2)n[nH]c1=S
  A: -3; B: 13%; C: ?; D: 2%; E: 10%; F: -4%; G: -2%; H: -7%; I: 0%

N#C/C(=C\c1c(Oc2ccc(F)cc2)nc2ccccn2c1=O)c1nc2ccccc2s1
  A: 8; B: 20%; C: ·; D: 9%; E: i; F: ·; G: ·; H: 40%[activator]; I: 17%

COc1ccc(C(C(=O)NC2CCCCC2)N(C(=O)c2ccco2)c2ccccc2C(C)=O)cc1 (stereo not given)
  A: 0; B: -17%; C: 6; D: 5%; E: i; F: 6%; G: 1%; H: -10%; I: -21%

CC1=Nc2ccccc2/C1=C/c1sc(=N)n(-c2nccs2)c1O
  A: -9; B: 0%; C: -96*; D: 2.5µM*; E: i; F: 3%; G: 1%; H: ?; I: 0%

O=C(Nc1ccc(Cl)cc1)N1CCCC1
  A: 12; B: -2%; C: 5; D: 0%; E: i; F: -7%; G: -19%; H: -6%; I: 2%

CCN(CC)C(=O)C1=C(C)N(Cc2ccccc2)C(=O)C(CC(=O)NC(c2ccccc2)c2ccccc2)C1 (stereo not given)
  A: 2; B: 0%; C: 2; D: ?; E: -12%; F: 12%; G: -33%[inhibitor]; H: -15%; I: 5%

O=C(NCc1ccc(F)cc1)c1cnc2n(c1=O)CCS2
  A: -1; B: ?; C: -6; D: 13%; E: i; F: 1%; G: -2%; H: 2%; I: 0%

CC1=C(C(=O)Nc2ccccc2C(=O)N2CCCCC2)SCCO1
  A: 3; B: 3%; C: -12; D: -19%; E: i; F: -3%; G: -1%; H: 8%; I: -8%

CN1N=C2c3ccccc3CCC2C1c1ccc(Cl)cc1 (stereo not given)
  A: 15; B: 14%; C: 11; D: 6%; E: i; F: 2%; G: -5%; H: 6%; I: 20%

O=C(NNc1ccc([N+](=O)[O-])cc1[N+](=O)[O-])C1C2CCCCC21 (stereo not given)
  A: -5; B: -5%; C: -28; D: 10%; E: i; F: 8%; G: -22%; H: -12%; I: ?

CCn1c(C)cc(C(=O)CSc2nnnn2C2CCCC2)c1C
  A: 2; B: 20µM*; C: -8; D: ?; E: i; F: -1%; G: 1%; H: -15%; I: 9.2µM*
